Screening data as filed in PubChem BioAssay.
beta cell repl: inducers of beta-cell replication in MIN6 cells. proliferation, % at 10 µM. AID 2380. 330,000 tested, 0.29% active. MIN6 cells proliferation, ATPlite luminescence, 48 h; cells starved in 0.2% serum; 100% = growth in 10% serum;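 active = compounds whose signal lies at least 3.5 SD above the mean of all wells on their plate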;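 also: 0% = DMSO-treated cells in low-serum medium and 100% = 10% serum control; some compounds called inactive have numbers as strong as hits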
hIAP block: human IAP inhibition; P09923; purified IAP, CDP-Star luminescence, 30 min; inhibition, % at 10 µM; 330,000 tested, 0.12% active;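 active = inhibition reaching a set limit with compound at 10 µM in the primary screen, cut at about 35% in these data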;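 also: plate controls were DMSO wells with enzyme for no effect and no-enzyme buffer wells for full effect; values of inactives mirror those of a sister screen read the other way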
Target sequence (P09923 whole entry, looked up): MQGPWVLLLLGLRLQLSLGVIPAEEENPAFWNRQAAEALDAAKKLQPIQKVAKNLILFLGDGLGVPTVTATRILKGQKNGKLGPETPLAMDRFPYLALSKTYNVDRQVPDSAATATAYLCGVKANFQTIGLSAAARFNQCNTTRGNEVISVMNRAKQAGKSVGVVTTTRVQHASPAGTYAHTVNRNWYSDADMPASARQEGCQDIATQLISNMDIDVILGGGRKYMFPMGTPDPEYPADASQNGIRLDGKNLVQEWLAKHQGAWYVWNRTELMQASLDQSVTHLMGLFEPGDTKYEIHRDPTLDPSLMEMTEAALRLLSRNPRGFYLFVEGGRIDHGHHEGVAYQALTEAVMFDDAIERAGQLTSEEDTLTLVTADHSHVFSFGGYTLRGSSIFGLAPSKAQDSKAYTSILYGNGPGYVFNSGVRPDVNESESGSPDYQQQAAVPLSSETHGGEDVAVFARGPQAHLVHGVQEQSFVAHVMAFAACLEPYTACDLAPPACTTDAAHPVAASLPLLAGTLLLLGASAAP
GRIN3A LBD mod: modulators (binders) of human NR3A ligand-binding domain | 340,000 tested, 2.5% active | Tm shift relative to glycine control, % at 25 µM | NR3A LBD differential scanning fluorimetry, Tm shift; 0% = protein alone, 100% = glycine-bound protein | AID 1259313;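 active = melting temperature shift of at least 10% of the positive control shift, at one fixed dose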
APOBEC3G inh: APOBEC3G (human) deaminase inhibition; Q9HC16; recombinant A3G, ssDNA deamination FAM/TAMRA fluorescence; inhibition, % at 20 µM; 330,000 tested, 0.28% active; AID 493012;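 active = inhibition of at least 40% at 20 µM, with no more than 30% in the related APOBEC3A deaminase screen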;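 also: plate controls were DMSO wells with A3G for no effect and wells lacking A3G enzyme for full effect; some compounds called inactive have numbers as strong as hits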
Target sequence (Q9HC16 whole entry, looked up): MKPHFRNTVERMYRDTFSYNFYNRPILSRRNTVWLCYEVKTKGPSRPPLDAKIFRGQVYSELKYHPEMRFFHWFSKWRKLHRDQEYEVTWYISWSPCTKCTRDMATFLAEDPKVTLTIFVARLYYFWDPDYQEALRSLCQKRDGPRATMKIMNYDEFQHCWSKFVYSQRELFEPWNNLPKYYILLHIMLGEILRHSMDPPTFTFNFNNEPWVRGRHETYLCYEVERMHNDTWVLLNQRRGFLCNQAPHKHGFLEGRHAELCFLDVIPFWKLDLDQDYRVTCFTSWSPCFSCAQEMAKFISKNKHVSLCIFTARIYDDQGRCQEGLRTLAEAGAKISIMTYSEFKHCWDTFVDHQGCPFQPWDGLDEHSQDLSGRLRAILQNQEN
APOBEC3A inh: human APOBEC3A DNA deaminase inhibition. P31941. recombinant A3A, FAM/TAMRA ssDNA deamination fluorescence. inhibition, % at 20 µM. 330,000 tested, 0.41% active. AID 493011;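 active = at least 40% inhibition at 20 µM here, with at most 30% in a related deaminase screen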;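 also: plate controls were A3A with DMSO for no effect and wells lacking A3A enzyme for full effect; some results filed as inactive read as strong as hits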
Target sequence (P31941 whole entry, looked up): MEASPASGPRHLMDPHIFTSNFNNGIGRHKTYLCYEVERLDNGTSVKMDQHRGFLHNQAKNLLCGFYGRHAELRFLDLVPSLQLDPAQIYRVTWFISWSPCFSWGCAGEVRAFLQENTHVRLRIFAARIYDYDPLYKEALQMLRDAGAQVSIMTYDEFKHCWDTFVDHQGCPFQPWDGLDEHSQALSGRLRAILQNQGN
MPTP block: blocks calcium-induced mitochondrial swelling; 360,000 tested, 1.4% active; inhibition, % at 10 µM; isolated mouse mitochondria, Ca2+ swelling absorbance, 30 min;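 active = inhibition of 50% or more, scaled per plate between neutral and stimulator controls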;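 also: 0% = DMSO wells given calcium and 100% = 1 mM EGTA wells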
mIAP act: increases mouse intestinal alkaline phosphatase activity. muIAP, CDP-Star luminescence, 30 min; stronger effect = higher value; 1 = vehicle-only enzyme signal, 0 = enzyme-free wells. activation factor at 10 µM. 330,000 tested, 0.24% active;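 active = activation factor of at least 2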; also: the source names both 10 and 20 µM as test concentration; values of inactives mirror those of a sister screen read the other way
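System: Mouse IAP enzyme | Also added: CDP-Star substrate | Dosing: Compounds dispensed in DMSO | Schedule: 30 min enzyme-substrate-compound incubation at room temperature | Technique: Chemiluminescence readout | Control set: DMSO-only wells and no-enzyme negative control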
hIAP act: increases human intestinal alkaline phosphatase activity; P09923; purified human IAP, CDP-Star luminescence, 30 min; stronger effect = higher value; 1 = vehicle-only enzyme, 0 = enzyme-free background; activation factor at 10 µM; 330,000 tested, 0.16% active; AID 2524;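 active = activation factor of the enzyme at least 2-fold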; also: the source names both 10 and 20 µM as test concentration; values of inactives mirror those of a sister screen read the other way
mIAP inh: mouse IAP inhibition. purified mouse IAP, CDP-Star luminescence, 30 min. inhibition, % at 10 µM. 330,000 tested, 0.2% active. AID 2806;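 active = inhibition of at least 40% at 10 µM in the primary screen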;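 also: plate controls were DMSO with enzyme for no effect and no enzyme wells for full effect; values of inactives mirror those of a sister screen read the other way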
* hit, by the source's call; . = not tested or not shown.

SMILES	beta cell repl	hIAP block	GRIN3A LBD mod	APOBEC3G inh	APOBEC3A inh	MPTP block	mIAP act	hIAP act	mIAP inh
CN(C)c1ccc(NC(=O)COC(=O)CNC(=O)c2cccs2)cc1	-2	12	-2	-9	-6	-1.5	0.97	0.88	3
Cc1ccnc(NC(=O)Cc2c(F)cccc2Cl)c1	-3	11	0	-5	1	0.3	0.94	0.89	6
Cc1cc(C)n(C(C)CC(=O)Nc2ccc(-c3ccno3)cc2)n1 (centres undefined)	1	-15	-1	-6	-5	0.0	0.95	1.1	5
CC(C)C(=O)N(Cc1ccc(F)cc1)Cc1nc2ccccc2c(=O)[nH]1	0	-5	3	-7	-1	-1.3	1	1	0
COCCNC(=S)Nc1cc(S(=O)(=O)N2CCOCC2)ccc1N1CCCCC1	-6	6	3	29	-1	0.4	0.88	0.94	12
C=CCN(C(=O)c1csnn1)C(C(=O)NC1CCCC1)c1c(F)cccc1Cl (centres undefined)	1	-8	-2	2	3	-1.8	1	1.1	-2
CC(NC(=O)Nc1ccc(F)cc1F)c1ccncc1 (centres undefined)	-2	6	-1	-10	-1	-0.3	0.97	0.94	3
CC1CN(S(=O)(=O)c2ccc(C(=O)NN3CCN(C)CC3)cc2)CC(C)O1 (centres undefined)	-1	-34	0	-7	-5	-1.7	0.96	1.3	4
CC/C(C)=N/Nc1nc2sc3c(c2c(=O)[nH]1)CC(C)(C)OC3	1	-2	1	4	-2	-0.6	0.94	1	6
Fc1ccccc1-c1n[nH]c(=S)n1CC1CCCO1 (centres undefined)	-3	16	4	10	-2	0.7	1.1	0.84	-10
Fc1ccc(N2CCN(c3ncnc4nc[nH]c34)CC2)cc1	-1	-38	-3	-3	2	-0.6	0.97	1.4	3
O=C(OCC(=O)N1CCc2ccccc2C1)c1ccc(F)cc1Cl	-1	-15	0	-7	-4	-1.6	1.1	1.2	-6
COc1ccc(/C(C)=N\O)cc1OC	-3	-14	-1	-3	0	1.4	1.1	1.1	-10
CC(C)c1ccc(NC(=O)CN2C(=O)NC3(CCCC3)C2=O)cc1	-1	2	-5	-5	-1	-0.7	0.88	0.98	12
CCc1ccc(C2C(C#N)=C(N)SC(N)=C2C#N)s1	-2	1	-3	33	-3	77*	0.77	0.99	23
COC(=O)c1cc(OC)cc(O)c1C(=O)c1c(O)cc(C)cc1O	1	0	-2	-8	1	-1.2	0.89	1	11
COC(=O)[C@@H]1CC[C@H](C)[C@@H](c2ccc(C)cc2)N1C(=O)c1ccc(/C=N/OC[C@@H](O)[C@H]2O[C@@H]3OC(C)(C)O[C@@H]3[C@H]2O)cc1	2	-3	.	-8	-3	.	1	1	-2
COC(=O)CN(c1ccccc1F)S(=O)(=O)c1ccc(C)cc1	-1	-2	1	0	1	0.3	1.1	1	-6
Cn1c(C(=O)NCCCN2CCN(c3cccc(Cl)c3)CC2)cc2c(=O)n(C)c3ccccc3c21	-6	16	5	-6	-2	-1.4	0.96	0.84	4
CC1(c2ccc(Cl)cc2Cl)NC(=O)N(CC(=O)N2CCN(C(=O)c3ccco3)CC2)C1=O (centres undefined)	-1	8	0	-12	-5	-0.3	1	0.92	-2
COc1ccc(NC(=O)CN2CCc3ccccc3C2)cc1S(=O)(=O)N1CCOCC1	-2	-7	-1	-2	2	5.8	1	1.1	-4
COc1ccccc1NC(=O)C1=C(C)Nc2ncnn2C1c1cccs1 (centres undefined)	-4	-23	1	-4	-4	0.1	1	1.2	-4
COc1ccc(C(=O)NCCCc2nc3ccccc3n2Cc2ccccc2C)cc1OC	-1	14	-2	-10	-5	-0.3	1.2	0.86	-21
O=C(COC(=O)Cc1ccc(Cl)cc1Cl)Nc1ccc(OC(F)F)cc1	4	-12	-12	-3	-2	1.0	1.1	1.1	-7
C[C@@H](NC(=O)C1(c2ccccc2)CCN(C(=O)OC(C)(C)C)CC1)C(=O)N[C@@H](Cc1ccccc1)C(=O)O	-2	9	-3	6	-1	-0.6	0.83	0.91	17

4 entries out of the list above, sorted by the value under MPTP block, smallest number first.
Compound | hIAP block | GRIN3A LBD mod | APOBEC3G inh | APOBEC3A inh | MPTP block | mIAP act | hIAP act | mIAP inh
CC(C)C(=O)N(Cc1ccc(F)cc1)Cc1nc2ccccc2c(=O)[nH]1 | -5 | 3 | -7 | -1 | -1.3 | 1 | 1 | 0
CC/C(C)=N/Nc1nc2sc3c(c2c(=O)[nH]1)CC(C)(C)OC3 | -2 | 1 | 4 | -2 | -0.6 | 0.94 | 1 | 6
COc1ccccc1NC(=O)C1=C(C)Nc2ncnn2C1c1cccs1 (centres undefined) | -23 | 1 | -4 | -4 | 0.1 | 1 | 1.2 | -4
Fc1ccccc1-c1n[nH]c(=S)n1CC1CCCO1 (centres undefined) | 16 | 4 | 10 | -2 | 0.7 | 1.1 | 0.84 | -10

(more compounds)
SMILES	beta cell repl	hIAP block	GRIN3A LBD mod	APOBEC3G inh	APOBEC3A inh	MPTP block	mIAP act	hIAP act	mIAP inh
CC(C)OCCCn1c(=NC(=O)c2ccncc2)c(C#N)cc2c(=O)n3ccccc3nc21	0	27	0	-3	2	-1.1	0.97	0.73	3
S=C(NCCCn1ccnc1)Nc1ccc(Cl)cc1Cl	-3	2	2	-2	-4	0.2	1	0.98	0
CSc1ccc(CNc2cccc3ccccc23)cc1	-3	6	-9	-10	-8	2.4	0.88	0.94	12
Cc1cccc(N2CCN(S(=O)(=O)c3c(C)[nH]c(C)c3C(=O)N3CCCC3)CC2)c1C	-1	-26	0	-2	-3	-0.5	1.1	1.3	-10
Cc1ccc(NC2=NC(c3ccc(O)cc3)n3c(nc(C)cc3=O)N2)cc1 (centres undefined)	-1	14	-4	-7	0	3.3	0.98	0.86	2
CCOC(=O)[C@@H]1[C@H]2COc3ccccc3[C@H]2N2C(=O)N(c3cccc(Cl)c3)C(=O)[C@]12C	1	4	17*	-6	1	1.3	0.99	0.96	0
Cc1nn(S(=O)(=O)c2cccs2)c(C)c1Sc1ccc([N+](=O)[O-])cc1	-2	5	0	1	3	25	0.91	0.95	9
CC(=O)Nc1sc2c(c1-c1nc3ccccc3s1)CCN(C(C)C)C2	-7	20	4	-371	-115	22	0.89	0.81	11
CCCn1cc(CN2CCC(N3CCC(C(=O)N4CCOCC4)CC3)CC2)c(C)n1	-1	8	0	7	-1	1.9	1	0.92	-4
C[N+](C)(C)CCCN(Cc1ccc2c(c1)OCO2)C(=O)NC1CCCCC1	0	7	0	21	56*	0.9	0.9	0.93	10
NC(=O)c1ccc(NC(=O)COC(=O)c2ccc3c(c2)OCCO3)cc1	2	9	-1	-6	0	1.7	1	0.91	-4
CC(C)NS(=O)(=O)c1ccc(OCC(=O)N2CCCC2)cc1	-3	-4	1	6	0	-0.3	1	1	-1
CCOc1ccc(/C=C2/Sc3ccc(C(=O)NCC4CCCO4)cc3N(C)C2=O)cc1OC (centres undefined)	0	-15	5	-6	-5	0.1	0.97	1.1	3
Cc1cc(C)nc(-n2nc(C)cc2NC(=O)CNC2CCCCC2)n1	0	4	-2	-1	1	-0.2	1	0.96	0
COc1ccc(C(=O)Nn2cnnc2)cc1OC	0	-8	3	-8	-5	-1.0	1.1	1.1	-9
O=C(Cc1ccccc1)Nn1cnc2ccccc21	-3	2	2	-9	-3	-1.7	0.97	0.98	3
O=c1c2ccccc2ncn1CCCSc1ccc(Cl)cc1	-1	-2	0	0	0	-1.8	1	1	-2
C[C@H](CO)N1C[C@H](C)[C@@H](CN(C)CC2CCCCC2)Oc2c(NC(=O)C3CC3)cccc2C1=O	-3	17	-1	-7	-2	-0.2	1.1	0.83	-14
CC(c1ccccc1)n1c(-c2ccccc2F)n[nH]c1=S (centres undefined)	-2	-37	0	21	5	-0.3	0.95	1.4	5
CCCCn1c(N2CCCC2)nc2c1c(=O)[nH]c(=O)n2C	2	-3	-1	-4	-1	-0.4	0.96	1	4
Cc1ccc(-n2nc(C(=O)N/N=C/c3cccc(C(F)(F)F)c3)c3ccccc3c2=O)cc1C	-4	-9	-4	0	5	.	0.91	1.1	9
COc1ccc(CCNC(=O)CC(C)(C)CC2=NS(=O)(=O)c3ccccc3N2)cc1OC	5	-2	1	-7	-7	-1.4	0.97	1	3
COc1cc(NC(=O)c2cccnc2SC)cc(OC)c1OC	0	-5	-2	-6	-3	0.9	0.99	1.1	1
O=C(Cn1nnc2ccccc21)C1CC1	2	-5	0	-3	0	-0.8	1	1	-1
CC(=O)Nc1cc2c(cc1[N+](=O)[O-])OCCO2	0	7	-2	-9	0	-0.7	0.89	0.93	11

Further entries follow.
SMILES	beta cell repl	hIAP block	GRIN3A LBD mod	APOBEC3G inh	APOBEC3A inh	MPTP block	mIAP act	hIAP act	mIAP inh
O=C(CN1CCC(O)(c2ccc3c(c2)OCO3)CC1)NC1CCCCC1	-2	-13	0	-13	-7	1.8	1.1	1.1	-14
COc1cc(C(=O)NNC(=O)Cc2ccc(S(=O)(=O)N3CCOCC3)s2)cc(OC)c1OC	-1	-29	2	-1	-1	-1.9	0.91	1.3	9
CCc1nnc(NC(=O)CSc2nc3c([nH]c4ccccc43)c(=O)n2CCOC)s1	5	-13	-1	-5	-2	-1.5	0.97	1.1	2
CCO[C@@H]1OC(C(=O)NCc2ccccc2)=C[C@H](c2ccc3c(c2)OCO3)[C@H]1CCCO	-3	7	1	-2	2	0.1	1	0.93	-1
COCCNC(=O)C(c1ccc(Cl)cc1)N(CCOC)C(=O)CCC(=O)Nc1nccs1 (centres undefined)	0	-15	-11	-1	3	0.3	1	1.2	-4
CCn1cc(C(=O)NCCC(=O)NCCO)c(=O)c2cc3c(cc21)OCO3	-4	14	1	-8	4	0.3	0.96	0.86	4
COc1ccc(C(=O)/C=C/c2cn(CN3CCN(C)CC3)c3ccccc23)cc1	-5	16	36*	1	2	41	1	0.84	0
CCOC(=O)N1CCN(c2ncnc3nc[nH]c23)CC1	-5	-22	-1	0	0	1.4	0.99	1.2	1
CC(=O)CSc1ccc(C(=O)O)cn1	0	-46	0	-4	1	1.1	0.95	1.5	5
O=C(NC1CC2CCC(C1)N2Cc1ccco1)c1ccccc1 (centres undefined)	1	17	-2	-4	-2	0.8	0.9	0.83	10
CN(C)C1=NC[C@H](Cc2ccccc2)N1CC1CCCC1	-4	0	-2	1	0	-1.5	1.1	1	-12
CCSc1nnc([C@@H](NC(=O)OC(C)(C)C)C(C)C)o1	-1	10	1	-4	-4	1.9	1	0.9	0
CC(c1ccco1)N(C(=O)COc1ccc(Cl)cc1)c1ccccn1 (centres undefined)	0	-9	4	2	3	-2.4	0.99	1.1	1
CCCc1nc2c(nnn2Cc2ccccc2Cl)c(=O)[nH]1	-1	8	1	1	5	-0.7	0.96	0.92	4
CC(C)C(NS(=O)(=O)c1ccccc1)C(=O)N1CCN(C(=O)c2ccco2)CC1 (centres undefined)	2	12	0	-1	-2	-0.8	0.98	0.88	2
O=C(Cc1nn[nH]n1)NCCC1=CCCCC1	0	7	0	3	7	3.2	0.92	0.93	8
O=C(CNC(=S)NC(=O)c1ccccc1Br)c1ccccc1	-2	-6	0	-10	-3	1.6	0.85	1.1	15
CCOc1ccc(NC(=O)CN(C)CC(=O)Nc2ccccc2SC)cc1OCC	1	6	18*	-2	1	1.6	1.1	0.94	-8
Cc1ccccc1NC(=S)NCc1cccs1	-1	6	0	-5	-4	-0.5	1	0.94	-3
COc1ccccc1CNC(=O)CSc1ccc(-c2ccncc2)nn1	-2	-15	-1	-3	-5	0.6	0.99	1.2	1
CN(CC(=O)Nc1ccc(Cl)c(C(F)(F)F)c1)C(=O)c1ccc(OCC2CCCO2)cc1 (centres undefined)	-4	-8	-2	-8	-2	-0.2	1.2	1.1	-18
NC(=O)c1ccsc1NC(=O)CSc1nncs1	-2	-2	0	-6	-2	-1.7	0.91	1	9
